ARNT-TACC3 inh: disruptors of ARNT/TACC3 protein interaction, primary screen, biochemical, AlphaScreen, single concentration; Transforming acidic coiled-coil-containing protein 3 (Homo sapiens), Q9Y6A5; AlphaScreen His-ARNT PAS-B/GST-TACC3 binding, luminescence; TACC3 fragment carries E629A point mutation; inhibition, % at 9.99 µM; 390,000 compounds, 0.66% hits; AID 623870, 2012;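 active = mean inhibition of replicates at least 50% and at least half of replicates each reaching 50%; inconclusive = half or more replicates reach 50% but mean below 50%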;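 note: 0% = complete ARNT plus TACC3 wells and 100% = ARNT alone without TACC3; many hits fall short of the cut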
EWS-Fli inh: EWS/Fli-driven NR0B1 reporter inhibitors, primary screen, A673 cells, NR0B1 luciferase, luminescence, MLPCN library; 350,000 compounds, 0.67% hits; viability-normalised; inhibition, % at 12.6 µM;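 active = mean inhibition of at least 50% after viability correction, with every replicate also passing that limit; inconclusive = mean reaches 50% but only one of two replicates passes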;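 note: firefly luciferase signal divided by Alamar Blue viability fluorescence both relative to DMSO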
Xi reactivation: activators of inactive X chromosome reactivation, primary screen, imaging, XiGFP fibroblasts, GFP high-content imaging, set 2. XiGFP mouse fibroblasts, % GFP-positive cells imaging, 3 d; cells co-treated with 5-aza-dC sensitizer; scaled so ellipticine positive control = 100%. activation, % at 7.58 µM. 360,000 compounds, 0.055% hits. AID 743238, 2013;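 active = mean normalized replicate activation at least 10% and every replicate at or above 10%; inconclusive = only one of the two criteria met; inactive = mean below 10% and not all replicates reach 10%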;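 note: 0% = median of on-plate neutral control wells and 100% = ellipticine 6 µM median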
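System: SV40-immortalized XiGFP fibroblast cells, line 68-5-11 / Incubation: 3-day compound exposure, then 15 min fixation at room temperature / Compound: single concentration per compound, delivered by pin transfer / Buffer or medium: DMEM plus 5-aza-dC sensitizer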
GSIS activator: GLuc luminescence reporter in INS-1E cells, primary screen for activators of glucose-dependent secretion of insulin; AID 743287, 2014; 370,000 compounds, 0.61% hits; activation, % at 16.6 µM; INS-1E GLuc reporter insulin secretion, 2-3 h;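 active = lowest replicate activation of at least 40%, so every replicate reaches that level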;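 note: 0% = median of neutral control wells and 100% = median of IBMX positive control wells; some compounds called inactive have numbers as strong as hits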
ERp5 block: inhibitors of ERp5-driven insulin aggregation, primary screen, biochemical, turbidity, absorbance 650 nm, single point; Protein disulfide-isomerase A6 (Homo sapiens), Q15084; 90 min; inhibition, % at 9.99 µM; 350,000 compounds, 0.05% hits; AID 651711, 2012;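 active = mean replicate inhibition above about 25%, with every replicate also reaching it, limit read from the data, passing the limit was not always enough; inconclusive = only one of those two criteria met; inactive = neither criterion met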
Target sequence (Q15084 whole entry, looked up): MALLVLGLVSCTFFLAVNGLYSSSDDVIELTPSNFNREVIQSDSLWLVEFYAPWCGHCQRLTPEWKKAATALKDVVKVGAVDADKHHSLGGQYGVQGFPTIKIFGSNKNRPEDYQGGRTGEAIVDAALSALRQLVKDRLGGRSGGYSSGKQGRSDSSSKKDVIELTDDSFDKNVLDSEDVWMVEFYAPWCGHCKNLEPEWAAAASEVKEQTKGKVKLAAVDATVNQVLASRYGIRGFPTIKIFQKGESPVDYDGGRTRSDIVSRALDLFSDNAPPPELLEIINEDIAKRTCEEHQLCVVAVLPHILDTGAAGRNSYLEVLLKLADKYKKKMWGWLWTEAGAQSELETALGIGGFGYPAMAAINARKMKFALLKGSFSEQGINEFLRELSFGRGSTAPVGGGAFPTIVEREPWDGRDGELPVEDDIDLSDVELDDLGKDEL
DENV2 CPE rescue: inhibitors of DENV2 cytopathic effect, primary screen, cell-based, plate reader, single concentration. DENV2-infected cells, cytopathic effect rescue. CPE inhibition, % at 9.99 µM. 350,000 compounds, 1.7% hits. AID 651640, 2012; in the data active = CPE inhibition above about 20%, passing the limit was not always enough; inconclusive = no clear call, values can overlap the other calls; tested in BHK-21 cells;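 note: 0% = median of neutral control wells and 100% = median of positive control wells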
PAX8 reporter: inhibitors of PAX8-driven TPO luciferase reporter, primary screen, RMG-I cells, single concentration; inhibition, % at 12.6 µM; SteadyGlo, 24 h; 360,000 compounds, 1.2% hits;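 active = mean replicate inhibition at least 60% with every replicate also reaching 60%; inconclusive = only one of the two criteria is met; inactive = mean below 60% and not all replicates reaching 60%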;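 note: luciferase light reporting Pax8 driven TPO promoter activity; plate controls were median of neutral control wells for no effect and mitoxantrone controls for full effect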
CFTR F508del cor: F508del CFTR correction, initial screen, CFBE line, single point; CFBE cells, YFP halide quenching; stimulated with forskolin plus potentiator P3; % fluorescence drop versus neutral controls; activity (quench increase), % at 7.58 µM; 350,000 compounds, 0.36% hits;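 active = mean added fluorescence quench of at least 8% versus neutral control, with both replicates also reaching 8%; inconclusive = only one of the mean or replicate conditions met; inactive = mean below 8% and not both replicates reaching 8%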;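 note: cells transiently co-express mutant CFTR-F508del with the halide-sensitive YFP; corrector assay measuring rescue of mutant channel to the surface after 24 h compound exposure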
* = called active by the depositor; ? = inconclusive; . = not tested or not shown; & = joins results of further samples.

SMILES	ARNT-TACC3 inh	EWS-Fli inh	Xi reactivation	GSIS activator	ERp5 block	DENV2 CPE rescue	PAX8 reporter	CFTR F508del cor
CCS(=O)(=O)Nc1ccc2c(c1)C(=O)N(C)C[C@@H](OC)[C@@H](C)CN(C(=O)NC(C)C)[C@@H](C)CO2	-4	-3	0.0	14	0	-3	.	-1.2
C[C@@H]1CN([C@H](C)CO)C(=O)c2cc(C3=CCCCC3)cnc2O[C@@H]1CN(C)C(=O)Nc1cccc(F)c1	-3	0	0.0	-34	-2	12	-9	0.6
COc1ccccc1N(C)S(=O)(=O)c1ccc(Cl)c(C(=O)OCc2c(C)noc2C)c1	4	8	0.1	-15	18	2	13	0.7
C[C@@H]1CCCCO[C@@H](CN(C)S(=O)(=O)c2cn(C)cn2)[C@H](C)CN([C@@H](C)CO)C(=O)c2cc(NS(=O)(=O)c3ccc(Cl)cc3)ccc2O1	-26	-3	0.0	-4	0	28*	15	0.3
O=C(C[n+]1ccc2c(c1)nnn2-c1ccccc1)c1ccc(Cl)cc1	.	0	0.1	-4	1	1	-7	1.7
O=C(c1ccccc1)c1ccc(OCC(O)CNCc2cccc(Cl)c2)cc1 (stereo not drawn)	6	12	0.1	-33	1	-5	11	-0.7
CC(C)(C)C(=O)c1c(N)[nH]c(C(=O)c2ccccc2)c1-c1ccc(C(F)(F)F)cc1	.	5	0.0	-9	0	?	14	-3.7
C[C@@H]1CCCCO[C@@H](CN(C)C(=O)C2CCCCC2)[C@@H](C)CN([C@@H](C)CO)C(=O)c2cc(NC(=O)Nc3ccc(F)cc3)ccc2O1	-2	-6	-0.1	-9	-1	21*	4	-0.2
CNC(=O)CSc1nnc(NC(=O)C2CC(=O)N(c3ccccc3OC)C2)s1 (stereo not drawn)	-3	6	0.1	13	4	33*	8	-5.5
Cc1ccccc1C(=O)OC1OC(=O)C(Cl)=C1Nc1ccccc1 (stereo not drawn)	.	9	0.2	-14	0	1	18	1.1
COc1ccc(C2C(C(=O)O)CCC(=O)N2c2ccc(OC)cc2)cc1 (stereo not drawn)	2	15	.	0	0	3	.	-0.1
CCC(=O)Nc1ccc2c(c1)OC[C@@H](C)N(Cc1cncnc1)C[C@H](C)[C@H](OC)CN(C)C2=O	-1	-4	0.4	-8	-4	1	.	0.6
Fc1ccc(NC(=S)N2CCN(C/C=C/c3ccccc3)CC2)c(F)c1	6	0	0.6	-25	10	4	7	-1.6
CCOC(=O)N(C)S(=O)(=O)c1ccccc1[N+](=O)[O-]	10	6	0.0	-5	-9	1	-2	0.8
C=CC[C@@H](CC(=O)OC(C)(C)C)C(=O)OC[C@H]1CCCN1C(=O)[C@@H](CC=C)CC(=O)N[C@H](CO)Cc1ccccc1	1	-7	-0.1	-12	5	12	13	0.1
CN1CCN(c2ccc(NC(=O)c3cc([N+](=O)[O-])ccc3N3CCOCC3)cc2)CC1	-2	6	0.0	6	5	0	2	0.5
Cc1noc(C)c1NC(=O)N(C)C[C@@H]1Oc2ccc(NC(=O)CCC(F)(F)F)cc2C(=O)N([C@H](C)CO)C[C@H]1C	0	.	0.3	13	0	8	-5	-2.7
COc1cc(NC(=O)Cc2ccc(OC)c(S(=O)(=O)N3CCOCC3)c2)c(OC)cc1Cl	1	-5	-0.1	-11	-3	5	6	0.6
CC(=O)N/N=C(/C)c1ccc(NC(=O)c2csc(C)c2C)cc1	0	-115	0.1	18	1	-4	.	1.4
CCCN1[C@@H]2c3ccc(/C=C/c4ccccc4)c(=O)n3C[C@@H]2[C@@H](CO)[C@@H]1C(=O)NCC1CC1	-11	5	0.4	-8	-5	-5	32	0.3
COc1ccc(NC(=O)CSc2nc(C(C)C)nc3c2c(=O)n(C)c(=O)n3C)c(OC)c1	-9	3	-0.1	-16	6	-9	3	2.7
CCOc1ccccc1CNCCNCC(C)O (stereo not drawn)	-5	-35	0.2	.	6	2	-12	-2.0
O=[N+]([O-])c1cccc(C=NN=C2c3ccccc3-c3ccccc32)c1	-6	10	0.0	.	-3	3	11	-2.9
Cc1cc2cc(C=C(C#N)C#N)c(Cl)nc2cc1C	3	4	-0.1	-7	4	5	-28	.
COc1cccc(-c2cnc3c(NC(C)=O)cc(-c4cccc(C(=O)NCCO)c4)cn23)c1	.	6	0.8	.	-1	5	22	2.7

(list continues)
SMILES	ARNT-TACC3 inh	EWS-Fli inh	Xi reactivation	GSIS activator	ERp5 block	DENV2 CPE rescue	PAX8 reporter	CFTR F508del cor
CCN(CC)C(=O)c1ncn2c1C(=O)NC[C@H]2C	.	-3	0.3	-3	3	11	-13	1.6
O=C(c1ccc(Cl)cc1)C1CCCN(Cc2ccc(Oc3ncccn3)cc2)C1 (stereo not drawn)	12	13	-0.2	-16	-3	9	2	-1.6
NS(=O)(=O)c1cc(C(=O)OCC(=O)Nc2ccc3c(c2)OCO3)ccc1Cl	0	4	0.0	-4	1	7	-6	6.0
COc1ccc(OCc2nc(-c3ccc(F)c(F)c3)cs2)cc1	-5	10	0.2	5	1	2	-15	-0.1
COc1ccc(N(CC(O)Cn2c(C)nc3ccccc32)S(=O)(=O)c2ccc(C)cc2)cc1 (stereo not drawn)	-12	.	0.4	-21	.	.	12	.
CCn1c(SCC(=O)N2CCCC2)nc2c(c1=O)SCC2	-3	6	0.2	10	-1	-6	5	-1.2
COc1ccc(NC(=O)CC(C)c2ccccc2)cc1S(=O)(=O)N1CCOCC1 (stereo not drawn)	.	-2	0.0	0	-2	-7	12	-4.4
COc1ccc2c(c1)[nH]c1c(=O)n(CCN3CCOCC3)cnc12	28	3	0.4	.	4	-6	13	3.1
C[C@@H]1CN([C@@H](C)CO)S(=O)(=O)c2ccc(C3=CCCC3)cc2O[C@H]1CN(C)Cc1ccccn1	6	9	-0.3	-11	-3	-4	6	2.8
O=C(NCC(c1ccco1)N1CCCC1)c1cccc(NS(=O)(=O)c2ccccc2)c1 (stereo not drawn)	6	2	0.7	-8	8	0	12	0.7
CCC(=O)N(C)C[C@H]1Oc2cc(C#Cc3ccccc3)ccc2S(=O)(=O)N([C@@H](C)CO)C[C@H]1C	7	13	-0.8	-26	2	3	14	3.2
CN(CC(=O)Nc1ccc(OC(F)(F)F)cc1)C(=O)c1ccccc1SCC(=O)N1CCCC1	2	6	0.2	-43	3	-8	13	-1.3
O=C(CSc1nc2ccccc2o1)Nc1nccs1	4	-20	0.0	18	-3	.	-25	-0.8
COc1ccc([C@H]2CN(c3ccccc3)C(=O)[C@@H]2CC(=O)Nc2ccccc2)cc1	.	-62	0.6	-5	6	?	-15	0.9
Cc1c(/C=C/C(=O)c2ccccc2O)cnn1C	2	-98	0.7	.	-2	7	-276	.
CC(C)OC(=O)c1ccc(NC(=O)c2ccccc2)cc1	-9	.	-0.1	-7	.	.	-141	.
Cc1nc(-c2ccc(Cl)cc2)sc1C1(C)CC(c2c(Cl)cccc2Cl)=NO1 (stereo not drawn)	1	-13	0.0	0	-3	-10	-14	2.7
CC(=O)NC(Cc1ccccc1C)C(=O)NC1CCN(C(=O)c2ccc(C)cc2)CC1 (stereo not drawn)	-7	-2	0.1	0	-6	7	3	-3.2
CCOc1ccc(NC(=O)[C@@H]2CCC(=O)N2C2OC(=O)c3ccccc32)cc1 (stereo partly drawn)	13	-3	.	2	-4	-4	.	-2.4
COc1ccc(CCNC(=O)C2CCN(C(=O)c3ccccc3)CC2)cc1	.	5	0.3	10	-2	3	12	-1.9
COc1ccc(-c2ccc3c(c2)[C@@H]2[C@@H](CCN2C(=O)c2ccc(F)cc2)[C@H](CO)N3C)cc1	7	14	0.3	-12	.	-26	59	3.6
Cc1ccc(NC(=O)c2cc(S(=O)(=O)N3CCCCC3)ccc2N2CCOCC2)cc1	.	7	0.0	-13	4	1	8	3.6
O=C(O)COc1ccccc1/C=N/NC(=O)CN1CCN(Cc2ccc(Cl)cc2)CC1	-2	-3	-0.1	-1	-7	-1	6	0.2
CC(C)NC(=O)c1cc2n(n1)C(C(F)(F)F)CC(c1ccco1)N2 (stereo not drawn)	-6	-3	0.4	17	2	-3	3	0.0
CC1=NN(c2ccccc2)C(=O)C1C(=S)SC1CC(=O)NC1=O (stereo not drawn)	.	10	-0.1	.	1	-6	13	-4.0

The list goes on.
SMILES	ARNT-TACC3 inh	EWS-Fli inh	Xi reactivation	GSIS activator	ERp5 block	DENV2 CPE rescue	PAX8 reporter	CFTR F508del cor
O=C(CSc1nnc(-c2cccc(F)c2)o1)N1CCCC1	1	-39	-0.1	1	-1	-6	-56	2.3
Cn1nc2sc3ccccc3n2c(=O)c1=O	-1	10	-0.1	17	1	2	16	2.2
CC1CCN(S(=O)(=O)c2cccc(C(=O)NC3CCCCC3)c2)CC1	-9	0	0.0	-4	1	-3	21	-2.5
CC(C)c1ccccc1NC(=S)NCc1nc2ccccc2[nH]1	13	-6	0.1	-12	0	-2	18	-1.0
COc1ccc(NS(=O)(=O)c2cccc(C(=O)NCCCn3ccnc3)c2)cc1	2	6	-0.1	-26	19	-3	10	1.9
C[C@@H]1CN([C@@H](C)CO)C(=O)c2cc(NC(=O)CCC(F)(F)F)ccc2O[C@@H]1CN(C)Cc1ccc(Cl)c(Cl)c1	11	.	0.0	-38	3	5	23	0.9
CCCNC(=O)c1onc(CSc2ccc(Cl)cc2)c1C(=O)NCC1CC1	-6	2	0.0	-12	1	-13	-5	-0.2
COc1ccc2oc(C(=O)NCCN3CCOCC3)c(C)c2c1OC	-3	-3	0.0	-2	0	11	7	-0.7
CSc1ncnc2c1ncn2CCCNCc1ccccc1	.	-1	-0.2	-6	2	-2	-32	3.2
CC(/C=N/n1c(-c2cccnc2)n[nH]c1=S)=C\c1ccco1	8	0	0.0	.	.	-3	4	-1.3
COc1ccc(NC(=O)N(C)C[C@H]2Oc3c(NS(=O)(=O)c4cccs4)cccc3C(=O)N([C@H](C)CO)C[C@@H]2C)cc1	0&-3	-8&7	-1.0&0.1	-6&-16	4&2	14	-1	0.6&-1.2
CCN1CCN(C(=O)c2ccc3c(c2)N(Cc2ccccc2)C(=O)c2ccccc2S3(=O)=O)CC1	3	8	-0.3	.	-1	3	-16	0.4
Cc1cc(C)c(C2=CSC3=NS(=O)(=O)CCN23)c(C)c1	-3	0	0.1	20	2	9	8	-1.1
COc1ccc(OC)c(Nc2nc(NCc3ccco3)nc(N)c2[N+](=O)[O-])c1	.	21	0.3	-3	2	-7	22	4.6
O=C(C1CC1)N1CC(=O)N2[C@H](CO)[C@H](c3ccc(-c4cccnc4)cc3)[C@@H]2C1	.	-7	0.1	13	11	-2	-7	-0.9
CO[C@@H]1CN(C)C(=O)c2cc(NC(=O)Nc3ccccc3F)ccc2OC[C@H](C)NC[C@H]1C	-3	-10	0.0	-10	1	0	.	-0.9

Bioassay records deposited in PubChem BioAssay by Broad Institute.
